Screening data from PubChem.
PKA kinase inh – PKA (human) kinase inhibition. hit rate 0.1% among 65,000. PKA Kemptide phosphorylation, Kinase-Glo ATP luminescence. inhibition, % at 6 µM. P17612;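 active means inhibition above the screen-wide mean inhibition plus 3 SD, cut at about 21% in these data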; further: many of its hits are not listed in these tables
CatS block – human cathepsin S inhibition; recombinant cathepsin S, AMC dipeptide fluorescence, pooled mixtures; hit rate 0.06% among 62,000; P25774; inhibition, %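 (tested at 5 µM per compound within 10-compound mixtures)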; AID 501; in the data active means inhibition above about 32%, passing the limit was not always enough;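 further: 0% = enzyme without compound and 100% = blank without enzyme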
Target sequence (P25774 115-331 limits assumed): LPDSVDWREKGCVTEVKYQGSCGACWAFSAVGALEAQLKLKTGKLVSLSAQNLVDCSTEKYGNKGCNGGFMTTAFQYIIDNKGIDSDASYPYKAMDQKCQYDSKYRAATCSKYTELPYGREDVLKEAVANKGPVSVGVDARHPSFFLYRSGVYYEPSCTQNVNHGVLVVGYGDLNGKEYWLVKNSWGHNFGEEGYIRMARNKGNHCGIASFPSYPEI
ROCK2 blocker – inhibitors of human Rho kinase 2. purified ROCK2, Kinase-Glo ATP depletion luminescence. inhibition, % at 6 µM. hit rate 0.35% among 60,000. AID 604;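 active means inhibition above the screen-wide mean inhibition plus 3 SD, cut at about 18% in these data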;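 further: plate controls were DMSO wells for no effect and Y-27632 control wells after no-enzyme background subtraction for full effect; many of its hits are not listed in these tables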
CatG inh – cathepsin G (human) inhibition | P08311 | purified enzyme, AMC-tetrapeptide fluorescence, pooled mixtures | AID 581 | inhibition, % at 5 µM (by protocol) | hit rate 0.2% among 62,000;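 active means inhibition above 20% in each of the two mixture wells holding the compound; inactive means inhibition of 20% or less in either well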;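 further: 0% = enzyme control without mixture and 100% = blank lacking enzyme; strong numbers were not always called active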
CatL block – blocks human cathepsin L protease activity | P07711 | purified cathepsin L, fluorogenic substrate, fluorescence | inhibition, %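 (tested at 10 µM)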 | hit rate 0.17% among 58,000; in the data active means inhibition above about 45%;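 further: 0% = enzyme with no compound and 100% = no enzyme blank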
Target sequence (P07711 114-288 limits assumed): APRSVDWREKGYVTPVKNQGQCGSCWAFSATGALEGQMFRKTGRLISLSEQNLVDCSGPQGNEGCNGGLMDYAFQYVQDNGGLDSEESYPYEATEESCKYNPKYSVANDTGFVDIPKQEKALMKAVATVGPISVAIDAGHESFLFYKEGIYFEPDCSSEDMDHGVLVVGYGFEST
Target sequence (P07711 292-333 limits assumed): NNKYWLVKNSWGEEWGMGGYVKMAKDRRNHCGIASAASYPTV
C1s inh – human complement C1s inhibition | mean inhibition % of two 10-compound mixtures (active compounds read high), % at 5 µM (by protocol) | AID 538 | purified C1s, fluorogenic AMC substrate, pooled mixtures | hit rate 0.16% among 62,000;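 active means inhibition above 20% in each of the two 10-compound mixture wells holding the compound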;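 further: 0% = enzyme wells lacking compound mixture and 100% = no-enzyme blank wells; some compounds called inactive have numbers as strong as hits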
FXIa inh mix – inhibitors of human coagulation factor XIa, pooled mixtures; P03951; AID 680; inhibition, % at 5 µM; purified FXIa, fluorogenic substrate; hit rate 0.19% among 62,000;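 further: each value is inhibition by a whole ten-compound pool holding the compound; 0% = enzyme with no mixture and 100% = wells lacking enzyme; strong numbers were not always called active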
FXIIa inh mix – inhibitors of human coagulation factor XIIa, pooled mixtures | AID 684 | P00748 | purified FXIIa, fluorogenic substrate | hit rate 0.2% among 62,000 | inhibition, % at 5 µM;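 further: 0% = enzyme without compound and 100% = no enzyme blank; some results filed as inactive read as strong as hits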
JNK3 blocker – JNK3 (human) kinase inhibition; P53779; purified JNK3 kinase activity, HTS; inhibition, % at 8 µM; hit rate 0.61% among 60,000; AID 746; in the data active means inhibition above about 17%;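 further: 0% = DMSO and 100% = reference inhibitor; many of its hits are not listed in these tables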
Target sequence (P53779 whole entry, looked up): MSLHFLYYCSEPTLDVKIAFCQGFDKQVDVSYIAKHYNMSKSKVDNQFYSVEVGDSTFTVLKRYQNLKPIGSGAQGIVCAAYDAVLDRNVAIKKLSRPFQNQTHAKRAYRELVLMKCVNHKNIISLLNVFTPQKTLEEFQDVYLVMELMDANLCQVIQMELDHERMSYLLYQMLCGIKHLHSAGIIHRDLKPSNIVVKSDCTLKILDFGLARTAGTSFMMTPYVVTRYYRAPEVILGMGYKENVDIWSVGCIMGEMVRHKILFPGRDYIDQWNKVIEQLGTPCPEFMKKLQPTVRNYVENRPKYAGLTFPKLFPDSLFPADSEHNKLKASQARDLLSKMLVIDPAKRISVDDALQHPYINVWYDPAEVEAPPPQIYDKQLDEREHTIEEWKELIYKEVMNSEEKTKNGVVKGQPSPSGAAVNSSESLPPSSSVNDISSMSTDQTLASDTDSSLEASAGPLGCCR
* = called active by the depositor; i = inactive; · = not tested or not shown. Unless noted, no stated cut-off is given here; in the data, active means inhibition above about 20% (passing the limit was not always enough); inactive means the rest.

PKA kinase inh	CatS block	ROCK2 blocker	CatG inh	CatL block	C1s inh	FXIa inh mix	FXIIa inh mix	JNK3 blocker	Molecule
9	4	4	3	15	5	2	6	2	O=C(Nc1c(Cl)cc(Cl)cc1C(=O)NCC1CCCO1)c1ccco1 (centres undefined)
4	-2	4	9	·	16	8	4	1	COc1ccc(Nc2nc3ccccc3nc2C)cc1
1	-1	-1	0	-5	4	9	-10	7	N=C1C(c2nc3ccccc3s2)=C(O)CN1CCCO
9	0	4	6	-3	-30	7	6	3	Cc1nc2ccccc2c2c1C(=O)N(C(C)C)C2=O
10	-6	10	-4	-3	2	6	2	1	Cc1ccccc1OCCNC(=O)CNC(=O)c1ccccc1O
1	10	0	9	7	1	4	-10	5	Cc1c(NC(=O)c2cccc(F)c2)c(=O)n(-c2ccccc2)n1C
3	14	-4	19	-1	-14	7	5	1	CCC1=C/C(=C\c2ccc3c(c2)OCO3)C(=O)S1
4	-1	4	8	1	-1	1	2	-4	CCC(=O)N1CCc2cc(S(=O)(=O)CCC(=O)O)ccc21
8	-6	7	8	14	-1	-2	-11	1	NC(=O)c1ccc(-n2nnnc2SCc2ccc(F)cc2)cc1
10	6	4	0	·	2	5	7	5	O=C(NCc1cccnc1)NC1(c2ccccc2)CC1
3	10	3	5	·	3	0	6	3	O=C(c1ccc2c(c1)OCO2)[C@@H]1[C@@H]2C(=O)N(C3CCCCC3)C(=O)[C@@H]2C2c3ccccc3C=CN21 (some centres undefined)
7	-5	7	-1	-4	-5	8	8	-4	CCOC(=O)Nc1ccccc1N1C(=O)c2ccccc2C1=O
1	-8	3	8	13	-17	-8	-28	-2	Cc1ccc2oc(=O)c3cnn(CC(=O)N4CCCCC4C)c3c2c1 (centres undefined)
6	-7	11	10	-8	-7	-4	5	-3	O=C(Nc1cccnc1)c1cnc2ccccc2n1
4	-10	-1	6	-12	12	9	-17	-1	CC1CCN(c2nc3ccccc3nc2C(C#N)C(=O)NC2CCCCC2)CC1 (centres undefined)

Arranged by heavy-atom count (falling): part of the list above
PKA kinase inh	CatS block	ROCK2 blocker	CatG inh	CatL block	C1s inh	FXIa inh mix	FXIIa inh mix	JNK3 blocker	Molecule
4	-10	-1	6	-12	12	9	-17	-1	CC1CCN(c2nc3ccccc3nc2C(C#N)C(=O)NC2CCCCC2)CC1 (centres undefined)
1	-1	-1	0	-5	4	9	-10	7	N=C1C(c2nc3ccccc3s2)=C(O)CN1CCCO
3	14	-4	19	-1	-14	7	5	1	CCC1=C/C(=C\c2ccc3c(c2)OCO3)C(=O)S1

Later entries.
PKA kinase inh	CatS block	ROCK2 blocker	CatG inh	CatL block	C1s inh	FXIa inh mix	FXIIa inh mix	JNK3 blocker	Molecule
0	11	0	-6	11	-37	3	-2	-1	COc1ccc(-c2noc(N(C)CC(=O)Nc3cccc(C(F)(F)F)c3)n2)cc1
11	1	6	-43	5	-2	10	3	5	COCC(C)NC(=O)NC(=O)c1ccc(Cl)cc1 (centres undefined)
8	2	·	0	5	9	-3	11	·	CC(C)(C)NC(=O)C(OC(=O)Cn1nnc(-c2ccc(F)cc2)n1)c1ccncc1 (centres undefined)
-7	8	-1	-8	-62	-83	3	8	2	C=CCn1c(N)c(C(=O)NCC2CCCO2)c2nc3ccccc3nc21 (centres undefined)
10	-1	6	8	6	-7	7	-20	5	COc1ccccc1C(=O)N1CCCN(C(=O)c2ccccc2OC)CC1
-5	19	-4	2	18	0	8	10	2	CCc1ccc(CCC(=O)Nc2nc(CC(C)=O)ns2)o1
4	1	0	12	8	11	2	3	-3	O=C(NCCCn1ccnc1)c1cn(-c2ccccc2)nc1-c1ccc(F)cc1
4	13	2	0	4	-18	2	2	6	O=C(Cn1cc2c(n1)CCCC2)N1CCCc2ccccc21
10	2	0	8	8	1	5	4	1	CCc1ccc2c(c1)[C@]1(C(=O)N2)[C@@H]2C(=O)N(Cc3ccccc3)C(=O)[C@@H]2[C@@H]2CCCN21
9	-28	9	-28	i	-182	-39	4	-3	COc1ccc2cc3cc(C(=O)NCC4CCCO4)oc3nc2c1 (centres undefined)
5	-6	0	8	-8	8	2	10	-6	Cc1ccc(CNC2=NCCCCC2)n1C
8	4	1	3	·	-48	-5	10	-13	CN(C)CCNC(=O)c1ccc2c(c1)N(Cc1ccc(F)cc1)CCS2
15	6	6	8	5	7	2	1	7	CC(OC(=O)c1ccco1)C(=O)NCc1cccs1 (centres undefined)
-3	14	2	10	9	15	5	1	1	CCOc1ccc(C2CC(c3cccc(C)c3)n3nc(N)nc3N2)cc1 (centres undefined)
9	-7	4	-8	5	-31	-4	1	-2	CN(C)CCN1C(=O)C(O)=C(C(=O)c2cc3ccccc3o2)C1c1ccc(N(C)C)cc1 (centres undefined)
5	9	0	7	2	-24	-7	1	1	NCCCCCc1nnc(SCC(=O)c2ccc(Cl)cc2)o1
10	10	4	6	7	14	2	11	4	O=S(=O)(NC1CCCCC1NCc1ccco1)c1ccc(Cl)cc1 (centres undefined)
10	0	8	9	·	-6	-3	2	-4	O=C(c1ccc2c(c1)OCO2)N(c1ccccc1)C1C=CS(=O)(=O)C1 (centres undefined)
-1	-1	3	10	-7	-26	-4	1	0	Cc1ccc(C(C(=O)NC2CCCCC2)N(C(=O)c2csnn2)C2CC2)o1 (centres undefined)
4	-8	6	12	7	-14	2	4	0	CC(=O)Oc1c(C)cc(O)c2ccccc12
-8	1	-4	11	9	12	9	-17	2	CCN(CC)C(=O)C1CCCN(c2ncnc3c2cnn3-c2ccc(Cl)cc2)C1 (centres undefined)
8	-2	0	9	·	16	6	6	-2	CCC(=O)N/C=C/n1cnc2cc(C(F)(F)F)ccc21
-2	3	·	-1	-8	-3	3	3	·	COC(=O)c1sc(N)c(C(=O)OC)c1CSc1nc2sc3c(c2c(=O)n1C)CCC3
8	3	4	10	7	3	5	0	-1	COCCCn1c2nc3ccccc3nc2c2c(=O)n(-c3ccccc3OC)cnc21
4	-42	-1	-20	3	-209	-35	4	1	O=C(Oc1ccc2c(c1)OCO2)c1ccc(Br)c(S(=O)(=O)N2CCOCC2)c1
1	-3	-6	9	·	8	3	5	-2	c1ccc2c(c1)CCN(c1nc3ccccc3n3cnnc13)C2
·	-2	·	6	8	11	7	1	·	CN1C=CC=C/C1=C1\SC(=S)N(C2CCCCC2)C1=O
-6	5	-6	-3	-4	1	3	11	-13	O=C(CSc1nnc2c3cc(F)ccc3nc(-c3ccccc3)n12)N1CCOCC1
4	-1	4	13	2	15	5	2	-1	CCN(CC)C(=O)CSc1nc2cccnc2n1-c1ccccc1OC
2	10	9	6	-2	-1	10	11	-1	CCCn1c(OC)nc2c1c(=O)n(C)c(=O)n2C
13	-3	3	7	·	2	-3	-2	1	CCC(OC(=O)c1ccco1)C(=O)NCc1ccco1 (centres undefined)
-12	-11	-6	-11	-2	-109	-11	16	-3	CC(=O)NCCc1nc2ccccc2[nH]1
4	7	0	-3	-1	-35	3	2	-4	CC1(C)Cc2cccc(OCC(=O)Nc3ccccc3N3CCOCC3)c2O1
14	1	1	11	3	10	15	-13	-3	C#CCOc1ccc2c(C)cc(=O)oc2c1
-4	-3	-5	-1	-7	-9	13	2	-1	O=C(CCCN1C(=O)CCC1=O)Nc1ccc(Cl)c(C(F)(F)F)c1
-8	-3	-7	0	-2	5	6	12	-3	O=C(Cn1cccc1)N1CCN(C(c2ccccc2)c2ccccc2)CC1
4	5	0	2	-4	3	1	4	-3	Cc1coc2cc3oc(=O)c4c(c3cc12)CCC4
5	-1	·	10	-4	14	10	1	·	Cc1sc2nc(CSc3nnc(Cc4cccs4)n3C3CCCCC3)[nH]c(=O)c2c1C
-3	16	·	0	-6	2	10	6	·	CCn1c(CCC(=O)Nc2cc(F)ccc2C)nc2cc(S(=O)(=O)N(C)C)ccc21
2	-16	4	-24	-59	-171	-43	6	-5	Cc1cc(-n2c(=O)c(C#N)cc3c(=O)n4cccc(C)c4nc32)no1
-4	-9	-2	-4	0	-26	-4	2	3	CCCCC(c1nnnn1Cc1ccco1)N1CCN(C(=O)c2ccco2)CC1 (centres undefined)
2	3	-4	8	10	9	6	1	-3	Cc1ccc(-c2nc(CS(=O)(=O)CC(=O)NCCCN3CCN(C)CC3)c(C)o2)cc1
4	7	2	6	1	12	4	-19	2	COc1ccc(NC(=O)c2cnc3n(c2=O)CCS3)cc1OC
-7	0	0	-5	-6	-64	-1	-8	-10	Cc1sc2nc3ccc(N4CCCCC4)nn3c(=O)c2c1C
7	-22	6	-13	-6	-191	-23	-12	0	CN(Cc1cccs1)S(=O)(=O)c1cccs1
7	-3	11	0	-3	0	3	-5	8	O=c1[nH]cnc2scc(-c3ccc(F)cc3)c12
1	-1	0	10	-3	8	6	1	-3	O=C(OCCNC(=O)c1cc2ccccc2oc1=O)c1cccnc1
-1	3	-2	-1	-2	0	5	9	2	O=C(O)CSc1nnc(CNc2ccc(Cl)cc2)n1Cc1ccccc1
2	9	·	-1	7	-12	-2	11	·	CCc1ccc(N/C(SC)=C(/C#N)C(N)=O)cc1
-1	-9	·	0	-8	-39	9	3	·	COc1ccccc1N1CCN(C(=O)CSc2ccc3c(C)cc(C)nc3n2)CC1
7	·	8	·	6	·	·	·	1	CCOC(=O)CC(=O)CSc1nc2c(cc1C#N)CCCCCC2
-10	2	-4	-13	-3	-60	-13	11	-4	CCOc1ccc(C(=O)NCc2ccncc2)cc1OCC
15	-8	7	8	-19	12	6	-7	3	O=C(CCN1C(=O)CSC1=O)Nc1ccccc1
11	1	5	-1	18	-17	2	6	1	O=C(c1ccco1)N1CCC(c2nc(-c3ccccc3Cl)no2)CC1
8	22	4	-4	·	-5	6	5	4	N#Cc1cc2c(nc1SCC1COc3ccccc3O1)CCC2 (centres undefined)
